mcGAS MS inh – mouse cGAS inhibition by mass spec. Q8C6L5. recombinant mouse cGAS, cGAMP by RapidFire MS. inhibition, % at 12.5 µM. actives 0.18% (n = 130,000). AID 1259397;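 active = inhibition of cGAS enzyme activity at or above 60%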;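 note: enzyme stimulated by 45 bp dsDNA with ATP and GTP substrates; cGAMP share of summed cGAMP plus half ATP and half GTP signals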
Target sequence (Q8C6L5 whole entry, looked up): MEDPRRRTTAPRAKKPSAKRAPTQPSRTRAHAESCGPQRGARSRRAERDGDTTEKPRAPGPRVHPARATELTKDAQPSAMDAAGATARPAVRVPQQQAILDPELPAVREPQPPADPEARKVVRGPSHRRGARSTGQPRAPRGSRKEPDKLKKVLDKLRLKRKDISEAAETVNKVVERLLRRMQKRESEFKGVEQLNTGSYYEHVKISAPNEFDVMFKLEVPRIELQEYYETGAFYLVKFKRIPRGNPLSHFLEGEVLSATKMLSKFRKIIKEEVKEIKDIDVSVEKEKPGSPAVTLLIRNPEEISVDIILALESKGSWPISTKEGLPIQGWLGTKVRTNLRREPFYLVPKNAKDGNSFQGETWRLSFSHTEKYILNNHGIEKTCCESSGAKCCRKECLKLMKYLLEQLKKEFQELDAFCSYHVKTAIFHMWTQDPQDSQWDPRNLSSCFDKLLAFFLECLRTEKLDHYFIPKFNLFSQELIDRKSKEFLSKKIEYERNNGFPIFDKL
* marks the source's active call; other numbers are inactive results; & = joins results of further samples. These rows are one share of the data; the hit share may differ from the screen's.

smiles	mcGAS MS inh
Cc1ccc(C)n1-c1ccc(C(=O)N2CCN(S(=O)(=O)c3ccc(F)cc3F)CC2)cc1	-29
COc1cc2c(cc1OC)CN(C1CCCN(C(=O)/C=C/c3cccs3)C1)CC2 (stereo unspecified)	-10
O=C(CCc1ccsc1)NC1CC(=O)N(Cc2ccc(F)cc2)C1 (stereo unspecified)	-5
C[C@]1(C#N)C[C@H](c2ccccc2)N=C1c1ccccc1	-19
N#Cc1ccccc1OCC(=O)NCc1ccccc1F	-12
CC1CC1C(=O)N1CCN(C(C)C(=O)N2CCOCC2)CC1 (stereo unspecified)	-7
Cc1ccc2c(N)[nH]nc2n1	-7&-5
O=C(Nn1cnc2c(cnn2-c2ccccc2)c1=O)C1CC(=O)N(c2ccccc2)C1 (stereo unspecified)	-7
COc1ccc(CCN(C)C2CCCN(C(=O)c3cc(C)on3)C2)cc1OC (stereo unspecified)	-3
CCOC(=O)N1CCN(C2CCCN(C(=O)c3cc4ccccc4n3C)C2)CC1 (stereo unspecified)	-6&-1
NC(=O)Cn1c(CO)cnc1SCc1cccc2ccccc12	-7
N=C(CC(O)COc1ccccc1-c1ccccc1)N1CCCCC1 (stereo unspecified)	0
Cc1ccccc1CNC(=O)CN1C(=O)NC(C)(c2ccc(F)cc2)C1=O (stereo unspecified)	-1
C#CCOc1ccc(C(=O)Nc2ccc(C3CC3)nn2)cc1	-10
CCCc1nc(C2CN(C(=O)C3CCCCN3CCC)CCO2)n[nH]1 (stereo unspecified)	-4
CN(Cc1nc2ccccc2c(=O)[nH]1)C(=O)CSCc1cccs1	-2
CC1CN(Cc2nc3c(c(=O)n(C)c(=O)n3C)n2Cc2ccc(Cl)cc2Cl)CC(C)O1 (stereo unspecified)	-8
Cc1onc(-c2ccccc2)c1C(=O)NNC(=O)c1ccc(Br)cc1	-7
CSC1CCCC1N(C)C(=O)C1(O)Cc2ccccc2C1 (stereo unspecified)	0
CC(C)CC1NC(=O)N(Cc2ccc(C(N)=O)cc2)C1=O (stereo unspecified)	5
C=CCNc1ccccc1C(=O)NC(C)Cc1ccncc1 (stereo unspecified)	-14
CC1(C(=O)NCc2cccs2)CCN1CCc1ccccc1 (stereo unspecified)	-4
CC1CCN(C(=O)CN(c2ccccc2)S(=O)(=O)c2ccccc2C#N)CC1	2
N[C@H]1CN[C@H](C(=O)N2CC(N3CCCCC3)C2)C1	-2
O=C(O)C1(Oc2ccc(F)cc2F)CCN(C/C=C/c2ccccc2)CC1	-12
CCc1ccc(OC(C)C(=O)Nc2ccccc2C(N)=O)cc1 (stereo unspecified)	-3
COc1ccc(CNS(=O)(=O)c2ccc(C)cc2C)cc1OC	3
Cc1ccc(N=P(c2ccncc2)(N2CCCC2)C(C)(C)C)c(C)c1 (stereo unspecified)	-16&-3
COc1ccc2cc(C3CN(CCn4cccn4)CCO3)ccc2c1 (stereo unspecified)	9
CC(=O)n1cc(C(C[N+](=O)[O-])SCc2ccccc2)c2ccccc21 (stereo unspecified)	-5

An excerpt from above in order of count of non-hydrogen atoms, rising.
smiles	mcGAS MS inh
CSC1CCCC1N(C)C(=O)C1(O)Cc2ccccc2C1 (stereo unspecified)	0
C=CCNc1ccccc1C(=O)NC(C)Cc1ccncc1 (stereo unspecified)	-14
CC(=O)n1cc(C(C[N+](=O)[O-])SCc2ccccc2)c2ccccc21 (stereo unspecified)	-5

The results go on.
smiles	mcGAS MS inh
CCOc1ccc(-c2ccc(=O)n(Cc3ccc(Br)cc3)n2)cc1	-9
CCC(C)(C)COC(=O)c1ccc(CS(C)(=O)=O)o1	-22
Cc1ccc(-n2c(C)cc(/C=C/C(=O)NCC3CCS(=O)(=O)C3)c2C)cc1 (stereo unspecified)	-7
N#CC(=Cc1c2ccccc2cc2ccccc12)c1nnc2n1CCCCC2	-9
COc1ccc2c(c1)C=C([C@@H]1C[C@H]3CN(CCc4ccccc4)C(=O)[C@]34CCCN14)CO2	-1
Cc1c(CC(C)C)nc(N)c(C#N)c1-c1ccccc1Cl	-4
CCOc1ccc(C2NC(=O)NC(C)=C2[N+](=O)[O-])cc1OC (stereo unspecified)	9
Cc1cc(C(=O)N2[C@@H]3CC[C@H]2CNC(=O)C3)c(-c2ccccc2)o1	-2
Cc1ccc(/C=C/C2=NC(=C\c3ccc(F)cc3)/C(=O)O2)cc1	10
CCCNC(=O)CN1CCc2cc(Br)ccc21	-4
CC(CCCC(C)(C)O)Cc1[nH]cnc1-c1ccccc1 (stereo unspecified)	-25
O=C(O)c1cc(-c2cccc(Cl)c2)nc2nc(N3CCCCC3)sc12	19
CCOC(=O)C(C#N)C1c2cc(Br)ccc2OC(=N)C1C(=O)OCC (stereo unspecified)	25
O=C(C=Cc1ccco1)OC1CCOC1=O (stereo unspecified)	-14
O[C@H]1CN(Cc2cnn(CCN3CCOCC3)c2)C[C@@H]1N1CCCCC1	-7
O=C1CCCc2cc(C(=O)Nc3ccn(CC(=O)N4CCOCC4)n3)ccc2N1	0
Cc1ccc(-n2cnc(Cl)c2C#N)cc1	1
CCOC(=O)c1sc(=NC(=O)c2ccc(C(=O)OC)cc2)n(C)c1C	-1
CC(C)(C(=O)Nc1ccc(F)cc1)c1ccc2c(c1)OCCO2	0
O=C1OC(c2ccccc2F)=N/C1=C\C(Br)=C\c1ccccc1	2
Cc1nnc(CN(C)C(=O)NC(c2ccccc2Cl)C(C)C)n1C (stereo unspecified)	-12
O=C(c1cc(C2CC2)nn1-c1ccccc1)N1CCN(c2ncccn2)CC1	-22
COc1cc([N+](=O)[O-])c(Cl)cc1N	11
CN(C(=O)c1cccs1)c1ccccc1-c1n[nH]c(CCc2ccccc2)n1	-7
Cc1nc(-c2ccncc2)ncc1C(C)NC(=O)CN1CCCCC1 (stereo unspecified)	-10
COc1ccc(NC(=O)CN2CCCc3ccccc32)c(OC)c1	-2
CC1=CC2C(CC1=O)C(C)=CCC2C(C)C (stereo unspecified)	-7
CCCCn1c(=O)n(CC(=O)NC2CCCCC2C)c(=O)c2c1ncn2CCC(C)C (stereo unspecified)	5
C=CCn1c(=NC(=O)C2=COCCO2)sc2cc(OCC)ccc21	-7
CCSC1CCC(N(C)Cc2ccncc2)C1 (stereo unspecified)	-2
CS(=O)(=O)NCCSCC1CCCCC1	5
N#Cc1c(N)n(-c2ccccc2Cl)c2nc3ccccc3nc12	54
CCOC(=O)N1CCN(CC(=O)Nc2ccc(F)cc2)CC1	-2
CCCN(CC1CCCO1)C(=O)CCc1nnc(CCc2ccc(OC)cc2)o1 (stereo unspecified)	-11
Cc1ccc(CN2CCn3nc(C(=O)NCCN(C)C)cc3C2)s1	-5
COc1c(F)c(F)c(C(=O)c2c(O)cc(-c3c(F)c(F)c(OC)c(F)c3F)oc2=O)c(F)c1F	9
N#CCC(=O)NNC1=NCCC1	-15
O=C(CC1SC(=Nc2ccccc2)NC1=O)Nc1ccc(C(=O)O)cc1 (stereo unspecified)	-3
BrC1(Br)C2C3CC4C5CC(Br)(C42)C1C53 (stereo unspecified)	-7
Cc1ccccc1C1(O)CCN(C(=O)c2cn3cccnc3n2)C1 (stereo unspecified)	-14
CC(Cn1ccnc1)NC(=O)Nc1cn[nH]c1 (stereo unspecified)	1
COC(=O)Cn1c(=O)c(C(=O)COC(=O)CCC2CCCC2)c(N)n(Cc2ccccc2)c1=O	-4
CCOC(=O)c1nn(-c2ccc(C)cc2)c(=O)cc1N1CCN(c2ccccc2)CC1	-10
CS(=O)(=O)c1ccc(CN2C(=O)C3(CCC3)ON=C2c2cccs2)cc1	-3
Cc1nc2n(n1)C(=O)C(C(c1ccc([N+](=O)[O-])cc1)N1CCC(O)CC1)S2 (stereo unspecified)	-9
Cc1cccc(C2CC(C(=O)N3CCOCC3)CN(C(=O)Cc3ccccc3)C2)c1 (stereo unspecified)	-1
CC(Nc1cccc(C(=O)NC2CC2)c1)c1nnc(-c2ccc(F)cc2)o1 (stereo unspecified)	-9
CCCOC(=O)NCCOC(=O)N(O)c1ccccc1	-3
CN(CC(=O)Nc1cc2c(cc1Cl)OCCCO2)CC(=O)Nc1c(Cl)cccc1Cl	-2
O=C(CN1CCc2onc(-c3cccc(F)c3)c2C1)N1CCOCC1	-1
COc1cc(C)ccc1NS(=O)(=O)c1ccc(C(=O)O)cc1	-5
Cc1nnc(C2CCCN2C(=O)CCc2cccc(F)c2)o1 (stereo unspecified)	0
Cn1c(=O)n(Cc2ccccc2)c(=O)c2c1nc1oc(-c3ccc(F)cc3)cn12	-1
Cc1ccccc1-c1csc(=O)n1Cc1ccc(C(N)=O)cc1	-3
FC(F)Oc1ccc(NC(=S)N2CCc3ccccc32)cc1	8
COc1cccc(Cn2c(=O)c(C(=O)O)nn(-c3ccc(F)cc3)c2=O)c1	-2
CCn1nnc2c(SCC(=O)N3CC(C)OC(C)C3)ncnc21 (stereo unspecified)	-6
O=C(O)[C@H]1C[C@@H](C(=O)N2CCCC2)CN(Cc2ccccn2)C1	3
CN(CCc1nc2ccccc2[nH]1)C(=O)C1CCC(=O)N(CC2CCCCC2)C1 (stereo unspecified)	-7
Cc1ccc(C2(O)CCN(S(=O)(=O)c3ccc(C)c(F)c3)CC2)nc1	-14

Sorted by value in mcGAS MS inh (smallest number first): some entries from above
SMILES,mcGAS MS inh
Cc1ccccc1C1(O)CCN(C(=O)c2cn3cccnc3n2)C1 (stereo unspecified),-14
Cc1nc2n(n1)C(=O)C(C(c1ccc([N+](=O)[O-])cc1)N1CCC(O)CC1)S2 (stereo unspecified),-9
BrC1(Br)C2C3CC4C5CC(Br)(C42)C1C53 (stereo unspecified),-7
COc1cc(C)ccc1NS(=O)(=O)c1ccc(C(=O)O)cc1,-5
COc1cccc(Cn2c(=O)c(C(=O)O)nn(-c3ccc(F)cc3)c2=O)c1,-2
O=C(O)[C@H]1C[C@@H](C(=O)N2CCCC2)CN(Cc2ccccn2)C1,3

(next part)
smiles	mcGAS MS inh
CN(C)c1ccc(-c2ccc3c(c2)N(CCN2CCOCC2)C(=O)COC3)cc1	8
Cc1cc(=O)n(CC(=O)Nc2cnc3n2CCCC3)c2ccccc12	-29
OC(c1cc(F)cc(Cl)c1)c1ncc(-c2ccc(Cl)cc2)[nH]1 (stereo unspecified)	-5
CNc1ccccc1C(=O)N1CCc2c([nH]c3ccccc23)C1=O	-11
N#CCN(CC#N)C(=O)Cc1cccs1	-9
NC(=O)c1ccc(NC(=O)CN2CCCSc3ccccc32)cc1	-14
Cc1nccn1-c1cccc(NC(CCO)C(C)C)n1 (stereo unspecified)	-3
C=CCOc1c(Br)cc(Br)c2cccnc12	5
O=C(OCC(=O)N(Cc1ccco1)C12CC3CC(CC(C3)C1)C2)c1cnccn1	-6
CC(C)(C)c1cc(Br)cc(Br)c1O	-12
CC(C)CN(C(=O)C1CCCCC1)C1CCS(=O)(=O)C1 (stereo unspecified)	-6
CC(C)(C)CC(NC(=O)c1ccc2nc[nH]c2c1)c1cccnc1 (stereo unspecified)	-12
CCN1CCN(C(=O)c2cc(NC(C)=O)c3c(c2)nc(-c2ccccc2F)n3CC)CC1	-5
COc1ccc(C(=O)OCc2cc(-c3cc4ccccc4o3)on2)cc1OC	-5
COc1ccccc1CCN1CCC(CN(C)C(=O)Cc2cccc(F)c2)CC1	-1
CC(SCc1cc(=O)n(C)c(=O)n1C)c1ccccc1 (stereo unspecified)	-5
COC(C(=O)Nc1ccnn1C1CCN(C(=O)c2cccs2)CC1)c1ccccc1 (stereo unspecified)	-10
Cc1onc(-c2c(Cl)cccc2Cl)c1C(=O)N1CCC2(CC1)C(=O)NCN2c1ccccc1	-2
N#CC1(c2ccc(N)cc2)CCCC1	2
O=C(Nc1cc(-c2ccc(Br)s2)[nH]n1)c1cnccn1	11
CCN1CCN(C(=O)N[C@@H](C(=O)N[C@@H]2C(=O)N3C(C(=O)O)=C(CSc4nnnn4C)CS[C@H]23)c2ccc(O)cc2)C(=O)C1=O	1
CCc1noc(C)c1C(=O)N(CC1CCN(Cc2ccccc2F)CC1)CC1CCCO1 (stereo unspecified)	-8
CCOC(=O)c1ccoc1CN(Cc1ccc(C)o1)C1CC1	-4
N#CCc1c(C#N)c(N)nc(N2CCCC(O)C2)c1C#N (stereo unspecified)	0
COc1ccc(Cl)cc1C(=O)Nc1cc(C2CC2)nn1-c1nc(C)cc(=O)[nH]1	-4
CC(C)Oc1cccc(F)c1-c1cc(N2CCOCC2)nc(N)n1	-7
O=C(Nc1ccc(Oc2cccnc2)cc1)C1CCN(C/C=C/c2ccccc2)CC1	-5
O=C(c1ccccc1)c1ccc(CN2CCCCC2C(=O)O)s1 (stereo unspecified)	3
O=C(c1cccc(S(=O)(=O)N2CCCC2)c1)N1CCCc2cccc(F)c21	-11
CCOc1ccccc1CN1CCN(Cc2cccc3cnccc23)CC1CCO (stereo unspecified)	-6
Cc1cc(C(=O)N2CCN(Cc3ccc(C(F)(F)F)cc3)CC2)n[nH]1	-14
C=CCN(CC(=O)Nc1ccc(N2CCOCC2)cc1)CC(=O)Nc1ccc(N2CCOCC2)cc1	1
C=C(C)CN(C)C(=O)CC(c1cccc(Cl)c1)c1ccccc1O (stereo unspecified)	-9
CCOC(=O)c1sc2nn[nH]c(=O)c2c1C	10
C=CCn1c(=S)[nH]c2sc3c(c2c1=O)CCC3	-5
CN(CCn1ccc2ccccc21)C(=O)[C@@H](O)c1ccccc1	-2
CCOc1ccc(NC(=O)c2nnn(-c3ccccc3)c2N)cc1	-2
Cc1sc2nc(-c3cccs3)nc(Sc3nnc(CN4CCCC4)o3)c2c1C	-5

Compound activity (PubChem BioAssay)
